Screens from PubChem.
NOD2 inhibition = NOD2 signaling inhibitors, cell-based, luminescence, uHTS, HEK293 (AID 1566); inhibition, % at 4 µM; hits with a dose series show EC50 in µM; HEK293 NOD2/NF-kB luciferase reporter, luminescence; higher % means a stronger effect; 0.63% of 290,000 active; note: many of its hits are not listed in these tables
GPR55 activation = GPR55 agonists via beta-arrestin recruitment, primary screen, imaging, U2OS cells, beta-arrestin-GFP redistribution (AID 1961) | G-protein coupled receptor 55 (Homo sapiens) | U2OS GPR55 beta-arrestin-GFP redistribution imaging; higher % means a stronger effect | one-dose activation, % at 10 µM; EC50 in µM for titrated hits | 0.048% of 290,000 active;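 active = activation above 40% with more than 50 cells counted in the well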;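 note: U2OS osteosarcoma cells stably expressing GPR55 and beta-arrestin-GFP; plate controls were DMSO negative control for no effect and LPI positive control for full effect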
KOR beta-arrestin-1 = KOR antagonists, beta-arrestin recruitment, cell-based, luminescence, uHTS (AID 1778); Kappa-type opioid receptor (Homo sapiens); KOR beta-arrestin recruitment, luminescence, antagonist mode; higher % means a stronger effect; inhibition, % at 10 µM, or IC50 in µM where a hit was titrated; 0.091% of 290,000 active; note: strong numbers were not always called active
SV40 large T antigen = SV40 large T antigen inhibitors, biochemical (AID 1903) | SV40 large T antigen ATPase/helicase inhibition assay; higher % means a stronger effect | inhibition, % at 20 µM; hits with a dose series show IC50 in µM | 0.39% of 310,000 active; in the data active = a potency from the dose series; note: strong numbers were not always called active
NOD1 inhibition = NOD1 signaling inhibitors, primary screen, cell-based, luminescence, uHTS (AID 1578). NOD1-driven NF-kB luciferase reporter cells, luminescence; higher % means a stronger effect. one-dose inhibition, % at 4 µM; EC50 in µM for titrated hits. 1% of 290,000 active; in the data active = inhibition mostly above about 36%, no sharp cut-off; inactive = mostly below about 34%;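 note: HEK-293T reporter cells stimulated with the NOD1 agonist gamma-tri-DAP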
KOR beta-arrestin-2 = KOR agonists, beta-arrestin recruitment, primary screen, cell-based, luminescence, uHTS (AID 1777); Kappa-type opioid receptor (Homo sapiens); KOR beta-arrestin recruitment, luminescence; higher % means a stronger effect; one-dose activation, % at 10 µM; EC50 in µM for titrated hits; 0.02% of 280,000 active; in the data active = activation above about 50%, passing the limit was not always enough; note: a part of the inactive calls stands beside numbers as strong as those of hits
MgcRacGAP inhibition = MgcRacGAP GTPase-activating activity inhibitors, confirmation, biochemical, ADP Hunter fluorescence | Rac GTPase-activating protein 1 (Homo sapiens) | MgcRacGAP-stimulated Rac1 GTP hydrolysis, ADP Hunter fluorescence; higher % means a stronger effect; GST-tagged Rac1 F28L mutant substrate | one-dose inhibition, % at 30 µM; IC50 in µM for titrated hits | 0.6% of 340,000 active;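 active = first-screen hits whose inhibition reached a set limit at any dose in the follow-up dose series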;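 note: fluorescence reports GDP produced by GAP-driven GTP hydrolysis; strong numbers were not always called active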
GPR55 antagonists = GPR55 antagonists blocking LPI-driven arrestin recruitment, primary screen, imaging, U2OS, beta-arrestin-GFP, LPI agonist (AID 2013). G-protein coupled receptor 55 (Homo sapiens). U2OS GPR55 beta-arrestin-GFP translocation imaging, LPI antagonism; higher % means a stronger effect. inhibition, % at 10 µM, or IC50 in µM where a hit was titrated. 0.13% of 290,000 active;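 active = spots per cell inhibited over 60%, with over 100 cells counted and total cytoplasm intensity under 500,000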;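 note: U2OS cells stably carrying GPR55 and arrestin-GFP stimulated by 5 µM LPI near EC80; imaged beta-arrestin-GFP aggregate spots per cell after agonist stimulation; plate controls were LPI-stimulated DMSO wells for no effect and DMSO wells without LPI for full effect; some results filed as inactive read as strong as hits; confirmed hits need IC50 under 10 µM and bright autofluorescent wells are also inconclusive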
HIV fusion peptide = inhibitors of HIV fusion peptide binding, primary screen, biochemical, uHTS, fluorescence dequenching (AID 1986) | cell-free peptide binding, fluorescence dequenching, 30 min; higher % means a stronger effect | one-dose inhibition, % at 20 µM; IC50 in µM for titrated hits | 0.3% of 290,000 active; in the data active = inhibition mostly above about 52%, no sharp cut-off; inactive = mostly below about 76%; note: some results filed as inactive read as strong as hits
* = called active by the depositor; · = not tested or not shown. Cut-off read from the data, not from the text of the source, unless noted: active = inhibition above about 50%; inactive = the rest.

The opening nine entries (preview)
[1] COc1ccc(OCc2csc(N)n2)cc1
[2] CCOC(=O)c1c(C)[nH]c(C(=O)CSc2nnc(-c3ccncc3)n2CC)c1C
[3] COc1cccc(CN(C(=O)c2ccco2)C(C(=O)NC2CCCC2)c2cccnc2)c1 (configuration not stated)
[4] O=C(CN1C(=O)NC(Cc2c[nH]c3ccccc23)C1=O)NCCc1ccccc1 (configuration not stated)
[5] S=C(NC1CCCC1)NC1CC1
[6] CC(C)CNC(=O)c1ccc(NC(=O)c2cccs2)cc1
[7] O=C1N=C(N2CCOCC2)S/C1=C/c1cc2c(cc1[N+](=O)[O-])OCO2
[8] Clc1cccc(C2Nc3cccc4cccc(c34)N2)c1
entry no. | 1 | 2 | 3 | 4 | 5 | 6 | 7 | 8
NOD2 inhibition | -28% | 1% | -10% | -25% | -3% | -14% | -22% | 7%
GPR55 activation | 0.2% | -0.1% | 0.2% | -0.2% | -0.1% | -0.1% | -0.2% | -0.2%
KOR beta-arrestin-1 | -26% | 24% | 4% | -24% | -16% | 0% | -6% | -26%
SV40 large T antigen | -2% | 2% | -1% | 5% | 10% | 0% | 3% | -2%
NOD1 inhibition | -23% | -5% | 8% | 1% | -17% | -45% | -6% | 51%
KOR beta-arrestin-2 | 4.1% | -3.4% | 1.8% | 2.8% | -1.2% | -2.8% | 5.1% | -0.9%
MgcRacGAP inhibition | 6% | 5% | 11% | 6% | -1% | 4% | 22% | 25%
GPR55 antagonists | 10% | -1% | 0% | 4% | 5% | 7% | 10% | -2%
HIV fusion peptide | 2.4% | -0.8% | 2.1% | 0.6% | 2.3% | 1.8% | 2.4% | 31%

[9] Cc1ccc(C(O)c2cccnc2)o1 (configuration not stated)
entry no. | 9
NOD2 inhibition | -8%
GPR55 activation | -0.2%
KOR beta-arrestin-1 | 29%
SV40 large T antigen | 9%
NOD1 inhibition | -2%
KOR beta-arrestin-2 | 6.6%
MgcRacGAP inhibition | 0%
GPR55 antagonists | 5%
HIV fusion peptide | 0.6%

The list itself, from the first entry:
[1] COc1ccc(OCc2csc(N)n2)cc1
[2] CCOC(=O)c1c(C)[nH]c(C(=O)CSc2nnc(-c3ccncc3)n2CC)c1C
[3] COc1cccc(CN(C(=O)c2ccco2)C(C(=O)NC2CCCC2)c2cccnc2)c1 (configuration not stated)
[4] O=C(CN1C(=O)NC(Cc2c[nH]c3ccccc23)C1=O)NCCc1ccccc1 (configuration not stated)
[5] S=C(NC1CCCC1)NC1CC1
[6] CC(C)CNC(=O)c1ccc(NC(=O)c2cccs2)cc1
entry no. | 1 | 2 | 3 | 4 | 5 | 6
NOD2 inhibition | -28% | 1% | -10% | -25% | -3% | -14%
GPR55 activation | 0.2% | -0.1% | 0.2% | -0.2% | -0.1% | -0.1%
KOR beta-arrestin-1 | -26% | 24% | 4% | -24% | -16% | 0%
SV40 large T antigen | -2% | 2% | -1% | 5% | 10% | 0%
NOD1 inhibition | -23% | -5% | 8% | 1% | -17% | -45%
KOR beta-arrestin-2 | 4.1% | -3.4% | 1.8% | 2.8% | -1.2% | -2.8%
MgcRacGAP inhibition | 6% | 5% | 11% | 6% | -1% | 4%
GPR55 antagonists | 10% | -1% | 0% | 4% | 5% | 7%
HIV fusion peptide | 2.4% | -0.8% | 2.1% | 0.6% | 2.3% | 1.8%

[7] O=C1N=C(N2CCOCC2)S/C1=C/c1cc2c(cc1[N+](=O)[O-])OCO2
[8] Clc1cccc(C2Nc3cccc4cccc(c34)N2)c1
[9] Cc1ccc(C(O)c2cccnc2)o1 (configuration not stated)
[10] CC(=O)N/C(=C/c1ccccc1)C(=O)N1CCCCC1
[11] COC(=O)c1scc(C)c1NC(=O)c1ccccc1F
[12] COCCN1CN(S(=O)(=O)c2ccc(Cl)cc2)c2nc3ccccc3nc21
entry no. | 7 | 8 | 9 | 10 | 11 | 12
NOD2 inhibition | -22% | 7% | -8% | 14% | -6% | 7%
GPR55 activation | -0.2% | -0.2% | -0.2% | -0.2% | 0.0% | -0.1%
KOR beta-arrestin-1 | -6% | -26% | 29% | -10% | -17% | -18%
SV40 large T antigen | 3% | -2% | 9% | -11% | 27% | -1%
NOD1 inhibition | -6% | 51% | -2% | -19% | -6% | -18%
KOR beta-arrestin-2 | 5.1% | -0.9% | 6.6% | -5.2% | -1.2% | 2.8%
MgcRacGAP inhibition | 22% | 25% | 0% | 0% | 11% | 15%
GPR55 antagonists | 10% | -2% | 5% | 12% | 2% | 7%
HIV fusion peptide | 2.4% | 31% | 0.6% | 0.7% | 1.2% | -1.3%

[13] O=C1C=C(Nc2ccccc2)C(=O)c2ccccc21
[14] O=C1NC(c2ccc(Cl)cc2)=COc2ccccc21
[15] COC(=O)Nc1ccc(S(=O)(=O)Nc2ccc(C)cc2)cc1
[16] Cc1cccc(CN2CCN(CCCc3ccccc3)CC2)c1
[17] CC1CCCN(S(=O)(=O)c2ccc(Cl)s2)C1 (configuration not stated)
[18] COc1ccc(N2CCN(C3CC(=O)N(Cc4ccc(N5CCCC5=O)cc4)C3=O)CC2)cc1 (configuration not stated)
entry no. | 13 | 14 | 15 | 16 | 17 | 18
NOD2 inhibition | -60% | -34% | 23% | 0% | 9% | 15%
GPR55 activation | 1.0% | -0.3% | -0.1% | 0.3% | 0.3% | 0.6%
KOR beta-arrestin-1 | 14% | -34% | -3% | -33% | -8% | -26%
SV40 large T antigen | 2% | 20% | 7% | -3% | 10% | 20%
NOD1 inhibition | -53% | -24% | 8% | -10% | -10% | 10%
KOR beta-arrestin-2 | 5.0% | 0.9% | 1.2% | 0.7% | 2.0% | 2.9%
MgcRacGAP inhibition | 7% | 8% | · | · | 1% | 18%
GPR55 antagonists | 11% | 2% | -4% | 12% | -9% | -11%
HIV fusion peptide | -1.2% | -1.6% | 2.2% | 0.0% | 0.7% | -2.1%

[19] COc1ccc(/C=N/NC(=O)C[n+]2ccccc2)c(OC)c1OC
[20] COc1cc(-c2n[nH]c(=S)n2-c2cccc(C(F)(F)F)c2)cc(OC)c1OC
[21] CCC1(C)Cc2c(C#N)c(N)n(-c3ccccc3)c(=O)c2CO1 (configuration not stated)
[22] CCN(CC)C(=O)c1[nH]cnc1C(=O)Nc1ccc(OC)cc1
[23] CC1(C)CC(=O)C(N=Nc2cccc(S(=O)(=O)N3CCOCC3)c2)=C(O)C1
entry no. | 19 | 20 | 21 | 22 | 23
NOD2 inhibition | 7% | 8% | 5% | 14% | 9%
GPR55 activation | 1.0% | 0.1% | 0.2% | -0.1% | -0.3%
KOR beta-arrestin-1 | 10% | -33% | 12% | 11% | 0%
SV40 large T antigen | 14% | 16% | 2% | 17% | 18%
NOD1 inhibition | -16% | 16% | · | -10% | -13%
KOR beta-arrestin-2 | 2.4% | 4.7% | 0.0% | 1.6% | -1.5%
MgcRacGAP inhibition | 8% | 7% | 4% | 9% | -12%
GPR55 antagonists | 3% | -9% | 4% | 1% | 2%
HIV fusion peptide | -2.3% | -0.6% | 1.7% | -0.8% | -1.2%

The list is partial. The share of hits here may be higher or lower than overall.
